TAAR1 antagonist – antagonists of human TAAR1; CHO RD-HGA16 TAAR1, Fluo-8 calcium fluorescence, antagonist; inhibition, % at 3 µM; actives 1.5% (n = 360,000); Q96RJ0;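 active means inhibition above a per-plate cutoff, the mean inhibition of test compounds on that plate plus 3 SD, cut at about 49% in these data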;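 further: 0% = DMSO plus EC80 beta-PEA response and 100% = DMSO alone without agonist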
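Test system: CHO RD-HGA16 cells bearing hTAAR1 | Reagent: β-PEA, EC80 | Compound dosing: 3 µM, single point | Schedule: Dye loading 75 min at 37 °C, then 30 min room temperature | Signal: Calcium fluorescence with Fluo-8 | Evaluation: Percent inhibition of PEA-evoked calcium signal, max/basal emission ratio | Control set: DMSO-only wells and EC80 β-PEA-stimulated wells | Repeats: Singlicate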
CHO-K1 Ca antag – nonselective inhibitor or artifact in parental CHO-K1 cells | ATP-induced calcium, Fluo-8 fluorescence | inhibition, % at 3 µM | actives 0.6% (n = 360,000) | AID 602250;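 active means inhibition above a per-plate cutoff, the plate's mean sample inhibition plus 3 SD, cut at about 24% in these data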;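 further: 0% = DMSO plus EC80 ATP and 100% = DMSO alone without ATP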
CHO parental Ca – counter-screen: ATP calcium response change in parental CHO cells; parental CHO-K1, ATP-induced calcium, Fluo-8 fluorescence; AID 463079; inhibition, % at 5.6 µM; actives 0.63% (n = 330,000);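 active means inhibition above that plate's mean sample inhibition plus 3 SD, cut at about 26% in these data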;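 further: 0% = ATP-challenged DMSO wells and 100% = DMSO wells without ATP; some compounds past the cut are filed as inactive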
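Assay system – parental CHO cells · Reagent – ATP stimulus · Detection – intracellular calcium via Fluo-8 no-wash fluorescent dye · Evaluation – percent inhibition of ATP-evoked calcium rise, normalized to controls · Controls – ATP wells versus no-ATP DMSO wells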
M1 PAM parental – M1 PAM counterscreen hit in parental CHO-K1 cells. ATP EC20, Fluo-8 calcium fluorescence; 0% at ATP EC20, 100% at ATP max. activation, % at 3 µM. actives 0.02% (n = 360,000);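 active means activation above the run cutoff, the mean activation of all test compounds plus 3 SD, cut at about 40% in these data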;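 further: peak over basal fluorescence ratio in a 140 s read after ATP addition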
M1 ag parental – counter-screen for M1 agonists: effect in parental CHO-K1 cells; actives 0.48% (n = 360,000); Fluo-8 calcium fluorescence; scaled to maximal ATP response, vehicle zero; activation, % at 3 µM; in the data active means activation above about 15%;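 further: untransfected CHO-K1 host cells lacking M1 receptor as counterscreen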
OXTR potentiate – potentiators of human oxytocin receptor; P30559; CHO-OTR cells, Fluo-8 calcium fluorescence, potentiator mode; 0% = oxytocin EC15, 100% = EC100; activation, % at 3 µM; actives 0.061% (n = 320,000); AID 2445;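 active means activation above that plate's cutoff, the mean activation of tested compounds plus 3 SD, cut at about 6.6% in these data, passing the limit was not always enough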;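 further: 100% uses oxytocin at 75 nM as the full agonist control; some results filed as inactive read as strong as hits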
Target sequence (P30559 whole entry, looked up): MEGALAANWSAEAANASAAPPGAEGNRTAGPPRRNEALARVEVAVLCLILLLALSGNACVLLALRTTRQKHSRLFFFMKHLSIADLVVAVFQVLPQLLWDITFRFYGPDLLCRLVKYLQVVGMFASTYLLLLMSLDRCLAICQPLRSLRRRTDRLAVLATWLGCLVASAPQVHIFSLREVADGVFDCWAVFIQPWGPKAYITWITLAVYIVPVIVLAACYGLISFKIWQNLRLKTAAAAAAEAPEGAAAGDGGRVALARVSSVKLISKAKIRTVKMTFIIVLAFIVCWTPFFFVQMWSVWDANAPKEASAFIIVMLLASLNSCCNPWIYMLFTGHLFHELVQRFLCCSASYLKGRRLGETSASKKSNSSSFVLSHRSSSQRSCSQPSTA
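Dosing: Single dose, 3.0 µM nominal final compound concentration | Material: Human OTR in CHO cells | Technique: Kinetic Fluo-8 calcium fluorescence | Benchmarks: EC15 oxytocin alone as 0%, 75 nM oxytocin as 100% | Probe or stimulus: Oxytocin at about EC15, sub-maximal agonist stimulus | Incubation: Compound 6 min at room temperature before oxytocin, 100 s read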
TAAR1 agonist – human TAAR1 agonism; CHO RD-HGA16 TAAR1, Fluo-8 calcium fluorescence; vehicle wells 0%, saturating PEA agonist 100%; activation, % at 3 µM; actives 0.99% (n = 360,000);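 active means activation above the mean activation of all test compounds in the run plus 3 SD, cut at about 38% in these data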
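Test system: RD-HGA16 (CHO) cells co-expressing Gα16 and hTAAR1 / Benchmarks: DMSO vehicle as 0%, PEA at EC100 as 100% / Repeats: no replicates (n 1) / Measure: % activation from peak over basal fluorescence ratio, DMSO-to-PEA scaled / Timing: 17-24 h plating, Fluo-8 75 min 37 °C, 30 min RT / Technique: kinetic Fluo-8 calcium fluorescence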
M1 ag – agonists of human M1 muscarinic receptor | P11229 | CHO-K1 hM1, Fluo-8 calcium fluorescence, agonist mode; 0% DMSO, 100% acetylcholine EC100 | activation, % at 3 µM | actives 0.33% (n = 360,000);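 active means activation above the run's mean compound activation plus 3 SD, cut at about 16% in these data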;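 further: peak over basal fluorescence ratio within a 140 s kinetic read after compound addition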
V1R ag counter – activates human V1a receptor in oxytocin agonist counter-screen | P37288 | CHO-V1R cells, Fluo-8 calcium fluorescence, agonist mode; 0% DMSO, 100% 3 nM vasopressin | activation, % at 3 µM | actives 0.25% (n = 320,000) | AID 2797;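 active means activation above the mean activation of all tested compounds plus 3 SD, per screening run, cut at about 20% in these data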;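 further: signal is peak over basal fluorescence ratio across a 100 second FLIPR read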
Target sequence (P37288 whole entry, looked up): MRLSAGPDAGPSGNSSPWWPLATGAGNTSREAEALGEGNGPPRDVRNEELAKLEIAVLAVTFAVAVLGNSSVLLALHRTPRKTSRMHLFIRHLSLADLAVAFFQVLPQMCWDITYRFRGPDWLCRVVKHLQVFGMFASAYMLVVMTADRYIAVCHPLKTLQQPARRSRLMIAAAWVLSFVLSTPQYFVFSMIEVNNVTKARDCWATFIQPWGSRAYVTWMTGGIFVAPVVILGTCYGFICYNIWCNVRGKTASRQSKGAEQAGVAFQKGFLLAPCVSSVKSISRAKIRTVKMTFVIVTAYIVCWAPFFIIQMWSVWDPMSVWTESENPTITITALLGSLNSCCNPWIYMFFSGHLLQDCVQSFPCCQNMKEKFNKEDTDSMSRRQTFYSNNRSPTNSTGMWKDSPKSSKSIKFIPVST
* = called active by the depositor; . = not tested or not shown.

SMILES	TAAR1 antagonist	CHO-K1 Ca antag	CHO parental Ca	M1 PAM parental	M1 ag parental	OXTR potentiate	TAAR1 agonist	M1 ag	V1R ag counter
CCOc1cc(S(=O)(=O)n2ccc(C)n2)ccc1Br	5	-5	-1	17	0.8	-11	8	-7	0.8
CCOc1ccc(S(=O)(=O)N2CCC(C(=O)NCc3ccccc3CN3CCCC3)CC2)cc1	-10	-19	-21	15	0.2	0	-1	-7	-0.5
COc1cc(/C=C/C(=O)OCC(=O)N(C)Cc2ccccc2)cc(OC)c1OC	13	-12	-16	6	2.5	-2	4	0	0.1
CCn1c(Cc2cccc3ccccc23)nnc1SCC(=O)Nc1nccs1	7	-18	-4	22	3.5	-20	4	-2	5.8
CN(CCc1ccccn1)c1ccccc1	-2	-10	.	30	0.8	.	11	-3	.
O=C(NC1CCCCC1)c1ccc(-c2ccccc2)cc1	-15	-7	-28	0	0.0	-3	0	-2	0.5
O=C1OC(c2ccc(Cl)cc2)=N/C1=C\c1cccnc1	-13	33*	0	-6	-0.5	-9	6	-1	0.8
CCOC(=O)C1=C(N2CCCCC2)c2cc3c(n2C1=O)CCCC3	0	-14	-14	11	-0.5	-14	7	-5	-1.1
CCOC(=O)C1(CC2CCCCO2)CCN(Cc2nccn2-c2cccc(C)c2)CC1 (stereo unspecified)	-25	-1	-14	12	1.2	-11	1	-10	-0.4
COCCNC(=O)CN1C(=O)COc2ccc(S(=O)(=O)N3CCCCCC3)cc21	-23	-10	-8	19	1.3	-8	6	-2	0.4
NC(=O)C(c1ccc(Cl)cc1)c1ccc(Sc2ccccc2)nn1 (stereo unspecified)	19	1	13	8	1.0	-25	10	-1	4.4
CCOC(=O)c1ccc(OCC2NCCc3cc(OC)c(OC)cc32)cc1 (stereo unspecified)	-5	-4	-19	7	1.4	-6	5	-4	3.9
O=C(COc1ccc2ccccc2c1)N1CCCC1	-1	-16	-6	23	0.6	-8	2	-1	0.1
CC(=O)Nc1nc(-c2ccc3ccccc3c2)cs1	10	-18	-3	4	0.8	-16	0	-5	-0.5
N#Cc1cc2ccccc2nc1SCC(=O)Nc1ccc(S(=O)(=O)N2CCCC2)cc1	4	-1	7	12	4.1	-12	14	-6	5.0
Cc1ccc2nc3n(c(=O)c2c1)-c1cc(Cl)ccc1C(=O)NC3Cc1ccccc1 (stereo unspecified)	7	.	-18	.	.	1	17	.	-1.1
Cc1ccc(S(=O)(=O)N2Cc3ccccc3CC2C(N)=O)cc1 (stereo unspecified)	2	-3	.	-12	-0.4	.	0	-4	.
COc1ccc(N(CC(=O)NCc2ccccc2)S(C)(=O)=O)cc1	-10	-2	-10	12	1.0	-2	8	-2	1.3
COc1ccc(NCC(=O)n2c(C)c(C)c3ccccc32)cc1OC	-22	-5	-14	8	0.8	-6	1	-3	0.3
COC(=O)c1cc(S(=O)(=O)NCc2ccccc2)cn1C	18	4	-5	9	0.1	-19	1	-1	1.5
O=C(CSc1nnc(SCc2ccc(Cl)cc2)s1)N/N=C/c1ccccc1C(=O)O	-15	-12	4	17	0.0	-12	0	-1	-1.4
O=S(=O)(c1c(F)cccc1F)N1CCN(Cc2c(O)ccc3ccccc23)CC1	34	12	-27	2	0.4	-9	4	-6	1.3
COc1ccc(C[C@H]2CN3C(=NC[C@H]3Cc3ccccc3)N2CCNC(=O)c2ccc(C)c(Br)c2)cc1	.	-6	8	11	0.9	-6	.	-1	2.8
CC(C)c1ccc(CNn2cnnc2)cc1	-2	2	-2	2	0.6	-3	4	-3	-0.3
O=C(Nc1nnc([C@H]2C[C@H](O)[C@@H](CO)O2)s1)Nc1ccccc1Oc1ccccc1	13	-1	.	12	-0.3	.	0	-4	.
CCCNC(=O)N(C)C[C@@H]1Oc2cc(C#CC(C)(C)O)ccc2S(=O)(=O)N([C@H](C)CO)C[C@H]1C	-6	-1	.	2	0.1	.	9	0	.
COc1ccc(OC)c(NC(=O)CSc2nnnn2C2CCCC2)c1	11	2	.	3	0.8	.	0	-3	.
CC(C)N(Cc1ccccc1)C(=O)c1cccs1	-4	-12	-9	10	-0.3	-2	-2	-7	-1.0
Cc1ccc2[nH]c(=O)c(CN(CCCO)S(=O)(=O)c3c(C)ccc4nsnc34)cc2c1	7	-13	-13	-12	0.4	2	7	0	0.1
CCNc1c(NS(=O)(=O)c2ccc(OC)cc2)c(=O)oc2ccccc12	8	2	-7	8	15	-7	10	6	2.4
CC(=O)Nc1cccc(-c2ccnc3c2CC(C(=O)NCCc2ccccc2)O3)c1 (stereo unspecified)	-24	-3	.	13	7.2	.	4	7	.
O=C(COC(=O)c1cc(=O)c2ccccc2o1)NCC1CCCCC1	-6	-23	-7	24	0.2	-11	-1	-4	0.9
Cc1nn(-c2ccc(C(=O)O)cc2)c(=O)c2ccccc12	2	-13	-6	25	0.2	-13	8	-2	-0.1
COC(=O)C1=C(C)Nc2nc3ccccc3n2C1c1ccccc1F (stereo unspecified)	-65	-5	-11	-2	-0.5	-1	4	-3	-1.4
CCn1c(COc2ccc(Cl)c(C)c2)nnc1SCC(=O)N1CCCC1	19	-1	-10	10	1.5	-3	3	-6	2.7
CC1CCCCC1NC(=O)CCc1nc2sc3c(c2c(=O)[nH]1)CCCC3 (stereo unspecified)	-26	-6	-14	21	1.5	7	0	3	-1.0
CCCCNC(=S)N=Nc1c(O)n(Cc2ccccc2)c2ccccc12	43	11	-23	-2	-0.1	1	0	-5	0.6
CCN(CC)C(=O)/C(=C/c1ccc(F)cc1)NC(C)=O	-3	-11	-7	24	0.2	-2	0	-6	-0.2
Cc1cc(C)cc(OCC(=O)Nc2ccc(-n3cnnn3)cc2)c1	24	-13	4	19	-0.1	-8	1	-1	-0.1
Cc1ccc(NC(=O)CCCNC(=O)c2ccc(Cl)cc2)cc1S(=O)(=O)N1CCCCC1	-23	-3	.	9	1.1	.	0	0	.
c1ccc(OCCSc2nnnn2C2CCCCC2)cc1	9	6	-11	-5	-0.2	-9	22	-5	-1.3
O=C(Nc1ccccc1)N1CCCC(CNS(=O)(=O)Cc2ccccc2)C1 (stereo unspecified)	-21	4	-16	-11	-0.1	-11	4	-4	-0.6
COc1ccc(NC(=O)CN(C)C(=O)c2ccc(S(=O)(=O)Nc3ccccc3C)cc2)cc1	-12	-4	.	11	0.4	.	2	-4	.
COc1ccccc1CN1CC(C(=O)N(C)Cc2ccncc2C)CCC1=O (stereo unspecified)	-30	-14	1	10	1.3	2	0	-2	-0.5
Cc1nn(C/C(C#N)=N\O)c(C)[n+]1N	9	-14	6	23	0.7	-10	5	1	0.3
COCCCNC(=S)N1CCN(C(=O)C(=O)Nc2ccc(C(=O)OC)cc2)CC1	0	3	-1	2	0.5	2	0	-2	0.7
Cc1csc(=O)n1CC(=O)OCC(=O)Nc1cc([N+](=O)[O-])ccc1Cl	-33	-1	-8	0	0.7	-5	3	-1	-0.7
CCc1cc2cc(C)ccc2nc1SCC(=O)NC1CCCC1	5	-12	14	6	-0.7	-6	15	-1	2.5
C=CCn1c(-c2oc3nc(-c4ccccc4)cc(-c4ccccc4)c3c2N)n[nH]c1=S	-1	-5	-3	24	5.1	-6	2	-5	0.0
O=C(O)CCNC(=O)COc1ccc2c3c(c(=O)oc2c1)CCCC3	-7	1	.	-7	0.1	.	5	-2	.
Cc1ccc(CNC(=O)Nc2ccccc2)n1C	-8	-11	-2	8	0.8	-9	1	-3	1.5
COC(=O)C(OC(=O)c1ccccc1)C(C)Br (stereo unspecified)	-15	-13	-8	6	-0.1	3	2	-9	-0.9
CC(C)(C)c1nnc(NS(C)(=O)=O)s1	3	-1	-21	1	-0.2	-4	-1	8	3.2
Nc1ccc(OCCCc2c(N)nc(N)nc2N)cc1	-1	-8	-1	-7	3.4	-7	1	-8	1.0
O=C(Cn1cnc(S(=O)(=O)N2CCCC2)c1)Nc1ccccc1	-16	-6	6	9	0.3	2	4	-1	1.6
Cc1nc2nc(-c3ccccc3)cn2nc1C	-8	8	-8	-12	-0.8	5	9	3	1.1
Cc1ccc(Nc2nc(-c3c(C)nc4ccccn34)cs2)cc1	36	5	11	-8	4.5	-11	8	-5	3.2
CCCCN(Cc1ccccc1)S(=O)(=O)c1ccc2c(c1)n(C)c(=O)c(=O)n2C	4	-3	7	-1	0.8	-6	-2	-2	-0.4
COc1ccc(C2/C(=C(/O)c3ccccc3)C(=O)C(=O)N2c2ccccn2)cc1OC (stereo unspecified)	-4	7	-11	0	0.0	5	2	-6	0.8
